Compound activity from PubChem.
HCV core inhibition = blockers of core106 self-association – biochemical, TR-FRET, triplicate, confirmation (AID 2152). TR-FRET GST-/Flag-core106 dimerization, HTRF; active compounds read high. inhibition, % at 5 µM. actives 1% (n = 2,300);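 active = mean inhibition over three replicate wells above the hit threshold derived in the earlier primary screen, cut at about 45% in these data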;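 note: 0% = DMSO wells and 100% = unlabelled core106 competitor control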
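Test system – GST- and Flag-tagged HCV core106 peptides, dimerization via antibody TR-FRET · Amount – 17 nM Flag- plus 13.5 nM GST-core106 · Schedule – 4 h incubation, 22.5 °C · Compound dosing – one 5 µM dose, 0.5% DMSO · Detection – TR-FRET, 340 nm excitation, 671/617 nm emission · Reagent – Eu(K)-anti-GST plus XL665-anti-FLAG antibodies · Read-out basis – percent inhibition from emission ratio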
* hit, by the source's call. Some of the compounds tested; the hit share may differ from the screen's.

[1] O=C(N=Nc1c(O)[nH]c2ccc(Cl)cc12)c1cc(-c2cccs2)nc2ccccc12
  HCV core inhibition = -2
[2] CC(C)Sc1nc(SCC(=O)NCc2ccco2)c2c3c(sc2n1)COC(C)(C)C3
  HCV core inhibition = 3
[3] CN1C(=O)Cc2cc(S(=O)(=O)N3CCN(c4ccccc4F)CC3)ccc21
  HCV core inhibition = 3
[4] CCN(CC)c1ccc(-c2nn3c(-c4n[nH]c5c4CCC5)nnc3s2)cc1
  HCV core inhibition = 3
[5] CCCCn1c(=O)[nH]c(=O)c2c1nc(-c1ccc(C#N)cc1)n2C1CCCC1
  HCV core inhibition = 1
[6] O=C(O)/C(=C\c1ccccc1Cl)c1ccc(S(=O)(=O)N2CCCCC2)s1
  HCV core inhibition = 3
[7] Cc1ccc(-c2csc(C3C(N)=NC(S)=C(C#N)C34CCCCC4)n2)cc1 (stereo not drawn)
  HCV core inhibition = -1
[8] COc1ccc(NC(=O)CN(c2ccccc2)S(=O)(=O)N(C)C)cc1OC
  HCV core inhibition = 2
[9] CCN(CC(=O)Nc1c(F)cccc1F)C(=O)/C=C/c1ccc2ccccc2n1
  HCV core inhibition = 63*
[10] O=[N+]([O-])c1ccc(N2CCN(S(=O)(=O)c3ccc(Cl)cc3)CC2)cc1NCc1cccnc1
  HCV core inhibition = -3
[11] CCc1ccc(/C=C2/SC(=S)N(CC(=O)Nc3nc4ccccc4s3)C2=O)cc1
  HCV core inhibition = -1
[12] CCOc1ccc(S(=O)(=O)Nc2ccc(C(=O)N/N=C/c3c(C)nn(-c4ccccc4)c3N3CCCC3)cc2)cc1
  HCV core inhibition = 4
[13] COc1ccc(N2C(=O)CC(Sc3nc4ccccc4s3)C2=O)cc1 (stereo not drawn)
  HCV core inhibition = -6
[14] COc1ccccc1/C=C(/CC(=O)NCc1ccccc1)c1nc2ccccc2s1
  HCV core inhibition = 5
[15] CCCc1cc(=O)oc2cc(C)c(CN3CCCC3)c(O)c12
  HCV core inhibition = 4

Part of the list above in another layout:
entry | SMILES | HCV core inhibition
12 | CCOc1ccc(S(=O)(=O)Nc2ccc(C(=O)N/N=C/c3c(C)nn(-c4ccccc4)c3N3CCCC3)cc2)cc1 | 4
13 | COc1ccc(N2C(=O)CC(Sc3nc4ccccc4s3)C2=O)cc1 (stereo not drawn) | -6
14 | COc1ccccc1/C=C(/CC(=O)NCc1ccccc1)c1nc2ccccc2s1 | 5
15 | CCCc1cc(=O)oc2cc(C)c(CN3CCCC3)c(O)c12 | 4

(continued)
[16] CCC(c1nnnn1Cc1ccco1)N(CCc1ccccc1)Cc1cc2cc(C)ccc2[nH]c1=O (stereo not drawn)
  HCV core inhibition = 4
[17] Cc1nn(C)cc1CN(C)C(=O)c1cc(-c2ccccc2)nc2ccc(Br)cc12
  HCV core inhibition = 20
[18] Cc1ccc(S(=O)(=O)N(CC(=O)N/N=C/c2cccc(Cl)c2)c2cccc3cccnc23)cc1
  HCV core inhibition = 3
[19] Cc1cc(NC(=O)c2cc(-c3ccncc3)nc3c(C)cccc23)no1
  HCV core inhibition = 4
[20] CCCCn1c(SCC(=O)c2ccc(OC)cc2OC)nc2cc(S(N)(=O)=O)ccc21
  HCV core inhibition = 22
[21] Cc1ccc(NC(=O)Cn2c(O)c(N=NC(=O)c3cc4ccccc4cc3O)c3ccccc32)cc1
  HCV core inhibition = 9
[22] Cn1c(O)c(N=NC(=O)c2cc(-c3cccs3)nc3ccccc23)c2ccccc21
  HCV core inhibition = 1
[23] Clc1ccc(Cn2c(/C=C/c3ccco3)nc3ccccc32)cc1
  HCV core inhibition = 1
[24] O=C(c1ccco1)N1CCN(c2nc(C3CC3)nc3c2nnn3Cc2ccccc2Cl)CC1
  HCV core inhibition = -2
[25] CN(c1ccccc1)c1ccc(/C=C(\CCC(=O)O)c2nc3ccccc3s2)cc1[N+](=O)[O-]
  HCV core inhibition = 20
[26] COc1ccc(C(=O)[C@H]2[C@H]3C(=O)N(c4ccc(C)cc4)C(=O)[C@H]3C3C=CC=NN32)cc1 (stereo partly drawn)
  HCV core inhibition = 3
[27] CC(=O)c1ccc(N2CCN(C(=O)COc3ccc4c(c3)CCC4)CC2)cc1
  HCV core inhibition = 3
[28] O=C(COc1ccccc1)Nc1ccc(-c2nnc(-c3ccco3)o2)cc1
  HCV core inhibition = 21
[29] CCCCNC(=O)c1ccc2nc(-c3ccco3)c(-c3ccco3)nc2c1
  HCV core inhibition = -2
[30] Cc1ccc(NC(=O)N(Cc2ccc3c(c2)OCO3)Cc2cc3cc4c(cc3[nH]c2=O)OCCO4)cc1
  HCV core inhibition = 3

[31] Cc1cccc2sc(NC(=O)C3CCN(S(=O)(=O)c4cc([N+](=O)[O-])ccc4Cl)CC3)nc12
  HCV core inhibition = 20
[32] Cc1c(NC(=O)/C(=C/c2cccs2)c2cccs2)c(=O)n(-c2ccccc2)n1C
  HCV core inhibition = 1
[33] COc1ccc(-c2cc(-c3ccccc3)nc(SCC(=O)Nc3ncc(C)s3)c2C#N)cc1
  HCV core inhibition = 15
[34] Nc1c(C(=O)Nc2ccc(F)cc2)sc2nc(-c3ccco3)ccc12
  HCV core inhibition = -9
[35] O=C(COC(=O)/C=C/c1ccc(Br)o1)Nc1ccc2[nH]c(=O)[nH]c2c1
  HCV core inhibition = 24
[36] O=C(N/N=C/c1cccc(F)c1)c1cc(-c2ccco2)nc2ccccc12
  HCV core inhibition = 46
[37] O=C(CSCc1ccco1)c1ccc(Cl)s1
  HCV core inhibition = -6
[38] CN(C)S(=O)(=O)c1ccc(NC(=O)Cc2ccc(S(=O)(=O)N3CCOCC3)s2)cc1
  HCV core inhibition = 5
[39] COc1ccc(C(C[N+](=O)[O-])c2c(C)cc3ccccn23)cc1 (stereo not drawn)
  HCV core inhibition = -7
[40] CC(=O)Nc1cccc(NC(=O)CSc2ccc(-c3ccco3)nn2)c1
  HCV core inhibition = -6
[41] O=C1S/C(=C\C=C\c2ccco2)C(=O)N1c1ccc(O)cc1
  HCV core inhibition = -9
[42] CCOc1ccc(C(C)=O)cc1CSc1nnc(-c2ccoc2C)n1N
  HCV core inhibition = -2
[43] O=C1C=C(c2ccccc2)CC(c2cccs2)C1n1cnc([N+](=O)[O-])c1 (stereo not drawn)
  HCV core inhibition = 1
[44] CCC1CCc2c(sc3nc(SCC(=O)NCc4ccco4)n(-c4ccccc4)c(=O)c23)C1 (stereo not drawn)
  HCV core inhibition = 3
[45] O=C(Cc1cn2ccsc2n1)Nc1nc2c(s1)CN(Cc1ccccc1)CC2
  HCV core inhibition = -1

[46] N=C1/C(=C\c2ccc(-c3cc(Cl)cc(Cl)c3)o2)C(=O)N=C2SC=C(c3ccccc3)N12
  HCV core inhibition = 2
[47] Cc1ccc(C)c(N(CC(=O)N/N=C/c2ccc(-c3ccc([N+](=O)[O-])cc3)o2)S(=O)(=O)c2ccccc2)c1
  HCV core inhibition = 10
[48] COc1cccc(-n2c(SCC(=O)Nc3cc(C)on3)nc3c([nH]c4ccccc43)c2=O)c1
  HCV core inhibition = -2
[49] CC(=O)c1ccc(S(=O)(=O)N2CCN(C(=O)/C=C/c3ccc4ccccc4n3)CC2)cc1
  HCV core inhibition = 12
[50] COc1ccc(OC)c(C2C3=C(N=C4SCC(=O)N42)c2ccccc2CC3)c1 (stereo not drawn)
  HCV core inhibition = 5
[51] COc1ccccc1Oc1ccc(N/C=C/C(=O)c2ccco2)cc1
  HCV core inhibition = -1
[52] Cc1ccc(Cl)cc1N1CCN(S(=O)(=O)c2ccc3c(c2)CC(=O)N3C)CC1
  HCV core inhibition = 6
[53] Cc1ccc2nc(C)cc(C(=O)OCC(=O)c3ccc(Cl)c([N+](=O)[O-])c3)c2c1
  HCV core inhibition = -5
[54] N#Cc1c(-c2ccco2)cc(-c2ccccn2)nc1N
  HCV core inhibition = 3
[55] Cc1c(C(=O)OCc2ccccc2)[nH]c2c1C(=O)CC(c1ccco1)C2 (stereo not drawn)
  HCV core inhibition = 3
[56] COc1ccc(OC)c(-c2c3cc(O)c(=O)cc-3oc3cc(O)c(O)cc23)c1
  HCV core inhibition = 0
[57] O=C(NCc1ccco1)[C@@H]1CSC2c3ccccc3C(=O)N21 (stereo partly drawn)
  HCV core inhibition = -2
[58] Cc1ccccc1Nc1nnc(SCC(=O)Nc2ccccc2[N+](=O)[O-])s1
  HCV core inhibition = 5
[59] CC(=O)Nc1ccc(NC(=O)Cc2ccc(S(=O)(=O)N3CCCCC3)s2)cc1
  HCV core inhibition = 6
[60] Cc1cccc(N2CCN(C(=O)c3ccc4c(c3)NC(=O)C(CSCc3ccc(F)cc3)N4)CC2C)c1 (stereo not drawn)
  HCV core inhibition = 26

6 structures already listed, ordered by number of heavy atoms, low to high:
[37] O=C(CSCc1ccco1)c1ccc(Cl)s1
  HCV core inhibition = -6
[35] O=C(COC(=O)/C=C/c1ccc(Br)o1)Nc1ccc2[nH]c(=O)[nH]c2c1
  HCV core inhibition = 24
[56] COc1ccc(OC)c(-c2c3cc(O)c(=O)cc-3oc3cc(O)c(O)cc23)c1
  HCV core inhibition = 0
[32] Cc1c(NC(=O)/C(=C/c2cccs2)c2cccs2)c(=O)n(-c2ccccc2)n1C
  HCV core inhibition = 1
[2] CC(C)Sc1nc(SCC(=O)NCc2ccco2)c2c3c(sc2n1)COC(C)(C)C3
  HCV core inhibition = 3
[47] Cc1ccc(C)c(N(CC(=O)N/N=C/c2ccc(-c3ccc([N+](=O)[O-])cc3)o2)S(=O)(=O)c2ccccc2)c1
  HCV core inhibition = 10

(listing goes on)
[61] Cc1cccc(N(C)S(=O)(=O)c2ccc3c(c2)C(C)(C)C(=O)N3C)c1
  HCV core inhibition = 5
[62] COc1ccc(/C=N/NC(=O)c2nn(-c3ccc(Cl)cc3)c(=O)c3c(N)scc23)cc1
  HCV core inhibition = 9
[63] O=C(COC(=O)c1cc([N+](=O)[O-])ccc1NCc1ccccc1)NC1CCCc2ccccc21 (stereo not drawn)
  HCV core inhibition = -1
[64] O=C(Nc1oc2ccccc2c(=O)c1-c1ccc(Br)cc1)c1ccco1
  HCV core inhibition = 8
[65] C(=C\c1ccco1)/c1ccc2ccccc2n1
  HCV core inhibition = -12
[66] Cc1ccc(S(=O)(=O)Cn2nnnc2C(c2ccccc2)N2CCN(c3ccccc3)CC2)cc1 (stereo not drawn)
  HCV core inhibition = -7
[67] CC(C)C(C(=O)O)N1C(=O)/C(=C/C=C/c2ccco2)SC1=S (stereo not drawn)
  HCV core inhibition = 14
[68] CN([C@@H](Cc1ccc(OS(=O)(=O)c2cccc3cnccc23)cc1)C(=O)N1CCN(c2ccccc2)CC1)S(=O)(=O)c1cccc2cnccc12
  HCV core inhibition = 10
[69] Cc1ccc(C2CC(=O)N3CN(c4ccc(Br)cc4)CSC3=C2C#N)o1 (stereo not drawn)
  HCV core inhibition = -2

Part of the list above, with bars between the fields:
entry | mol | HCV core inhibition
48 | COc1cccc(-n2c(SCC(=O)Nc3cc(C)on3)nc3c([nH]c4ccccc43)c2=O)c1 | -2
49 | CC(=O)c1ccc(S(=O)(=O)N2CCN(C(=O)/C=C/c3ccc4ccccc4n3)CC2)cc1 | 12
50 | COc1ccc(OC)c(C2C3=C(N=C4SCC(=O)N42)c2ccccc2CC3)c1 (stereo not drawn) | 5
51 | COc1ccccc1Oc1ccc(N/C=C/C(=O)c2ccco2)cc1 | -1
52 | Cc1ccc(Cl)cc1N1CCN(S(=O)(=O)c2ccc3c(c2)CC(=O)N3C)CC1 | 6
53 | Cc1ccc2nc(C)cc(C(=O)OCC(=O)c3ccc(Cl)c([N+](=O)[O-])c3)c2c1 | -5
